From PubChem BioAssay
3CLpro inhibitor – SARS-CoV 3CLpro protease inhibition; recombinant SARS-CoV 3CLpro, quenched FRET peptide cleavage; inhibition, % at 6 µM; hit rate 0.14% among 290,000; AID 1706; in the data active means inhibition above about 12%
SSB-PriA inh – K. pneumoniae PriA-SSBct interaction inhibition | AlphaScreen SSBct-PriA binding, biotinylated peptide | inhibition, % at 33 µM | hit rate 0.6% among 430,000; in the data active means inhibition mostly above about 37%, no sharp cut-off; inactive means mostly below about 20%;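 further: plate controls were negative control peptide for no effect and reference peptide for full effect; strong numbers were not always called active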
PfHsp40 rescue – compounds rescuing yeast from Plasmodium falciparum HSP40 toxicity | S. cerevisiae expressing PfHsp40, growth rescue, ATP luminescence | growth rescue, % at 12.5 µM | hit rate 0.68% among 340,000 | AID 504582; in the data active means growth rescue above about 28%, passing the limit was not always enough; inconclusive means no clear call, values can overlap the other calls;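 further: yeast W303a lacking pdr1 and pdr3 grown in galactose medium; growth measured after three days at 30 °C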
Yp Topo-I inh – inhibitors of Yersinia pestis topoisomerase I; Y. pestis Topo-I cleavage product accumulation, plate reader; activity, % at 10 µM; hit rate 0.064% among 360,000; AID 504884; in the data active means activity above about 50%, passing the limit was not always enough; inconclusive means no clear call, values can overlap the other calls; further: inactives centre near 2
DUSP3 inh – blocks human VHR1 dual specificity phosphatase; P51452; recombinant VHR phosphatase, pNPP absorbance; inhibition, % at 13.3 µM; AID 1654; hit rate 0.52% among 290,000; in the data active means inhibition above about 50%; further: some compounds called inactive have numbers as strong as hits
Target sequence (P51452 whole entry, looked up): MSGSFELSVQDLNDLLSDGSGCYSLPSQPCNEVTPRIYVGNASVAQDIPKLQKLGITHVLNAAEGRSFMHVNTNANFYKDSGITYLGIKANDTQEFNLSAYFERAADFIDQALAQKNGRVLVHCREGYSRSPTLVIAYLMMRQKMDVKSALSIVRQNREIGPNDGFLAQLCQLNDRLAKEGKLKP
CCHF vOTU inh – blocks the CCHF virus ovarian tumor domain protease; CCHFV vOTU protease, Pep-AMC fluorescence; inhibition, % at 11.5 µM; hit rate 0.55% among 370,000; in the data active means inhibition above about 30%; further: 0% = vehicle wells with enzyme and 100% = no enzyme wells
BH1578 lux ind – inducers of Vibrio cholerae quorum light production without autoinducers | V. cholerae BH1578 lux reporter, luminescence, 6 h | activation, % at 18.7 µM | hit rate 0.16% among 350,000 | AID 588436; in the data active means activation mostly above about 9.7%, no sharp cut-off; inconclusive means no clear call, values can overlap the other calls; inactive means mostly below about 3.7%; further: not every result past the cut was called active; inactives centre near 0; reference of the scale not given here
BoNT A protease – BoNT A light chain protease inhibition. multiplex microsphere protease substrate cleavage, flow cytometry. inhibition, % at 10 µM. hit rate 0.17% among 360,000. AID 588499; further: plate controls were buffer without enzyme for full effect and enzyme alone for no effect
Anthrax LF inh2 – anthrax lethal factor protease inhibition | multiplex microsphere protease cleavage assay, LF | inhibition, % at 10 µM | hit rate 0.12% among 360,000; further: plate controls were buffer without enzyme for full effect and enzyme alone for no effect
Target sequence (P15917 whole entry, looked up): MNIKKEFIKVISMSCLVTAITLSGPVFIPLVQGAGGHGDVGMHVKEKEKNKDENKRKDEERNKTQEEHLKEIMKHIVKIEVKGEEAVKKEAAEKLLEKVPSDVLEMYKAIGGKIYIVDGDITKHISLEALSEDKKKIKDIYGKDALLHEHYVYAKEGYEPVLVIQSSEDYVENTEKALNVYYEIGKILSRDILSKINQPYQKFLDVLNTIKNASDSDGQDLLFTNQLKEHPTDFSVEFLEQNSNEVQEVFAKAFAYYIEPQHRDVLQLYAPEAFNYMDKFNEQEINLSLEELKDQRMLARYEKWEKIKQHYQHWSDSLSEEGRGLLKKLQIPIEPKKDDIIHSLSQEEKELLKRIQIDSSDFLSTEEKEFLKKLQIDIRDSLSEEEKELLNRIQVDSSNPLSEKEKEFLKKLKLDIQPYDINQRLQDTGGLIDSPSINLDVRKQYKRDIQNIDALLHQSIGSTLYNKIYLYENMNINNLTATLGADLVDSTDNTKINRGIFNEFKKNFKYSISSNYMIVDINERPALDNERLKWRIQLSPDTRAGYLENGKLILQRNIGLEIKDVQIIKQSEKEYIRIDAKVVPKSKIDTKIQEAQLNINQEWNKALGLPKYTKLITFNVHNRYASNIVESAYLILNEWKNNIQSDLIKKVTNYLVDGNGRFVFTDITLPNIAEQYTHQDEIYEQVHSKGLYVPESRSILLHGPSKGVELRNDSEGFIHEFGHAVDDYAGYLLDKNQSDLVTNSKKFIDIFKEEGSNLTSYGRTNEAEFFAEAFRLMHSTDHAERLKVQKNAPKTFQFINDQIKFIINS
TcdB GH inh – blocks C. difficile toxin B glycohydrolase activity; TcdB glycohydrolase enzymatic assay, plate reader; hit rate 0.24% among 350,000; AID 652162; inhibition, % at 9.99 µM; P18177; in the data active means inhibition above about 10%
* = called active by the depositor; i = inactive; ? = inconclusive; / = no result given; & = joins results of further samples. Unless noted, no stated cut-off is given here; in the data, active means inhibition above about 30%; inconclusive means no clear call, values can overlap the other calls; inactive means below that.

SMILES	3CLpro inhibitor	SSB-PriA inh	PfHsp40 rescue	Yp Topo-I inh	DUSP3 inh	CCHF vOTU inh	BH1578 lux ind	BoNT A protease	Anthrax LF inh2	TcdB GH inh
Cc1ccc(Nc2nc(N)nc(CN3CCN(Cc4ccc5c(c4)OCO5)CC3)n2)cc1Cl	8	14	-1.1	-5	32	14	i	-1.4	-4	/
COc1ccc(CN2CCC(C(N)=O)CC2)cc1OCc1ccccc1	2	-7	-0.4	-1	25	8	i	-5.4	1	1.3
CC(C)CNS(=O)(=O)c1ccc(Br)cc1N1CCC[C@@H]1CO	/	-1	0.5	15	/	22	i	0.1	4	-0.3
C=CCn1c(SCC(=O)Nc2cc(C)on2)nc2sc3c(c2c1=O)CCCC3	5	-18&-19	2.0	-10	6	-11	i	-0.9	1	/
CCN(C(=O)CSc1nnc(COc2ccccc2F)n1N)c1c(N)n(Cc2ccccc2)c(=O)[nH]c1=O	/	-5	0.7	-4	/	1	-5.9	-0.1	0	0.1
COc1ccc(C2C/C(=N\O)C(C)(C)O2)cc1 (stereo not drawn)	2	/	1.2	-1	-11	-10	-0.3	-1.1	-6	/
CCC1=NN(C(=O)c2cccnc2)C(O)(C(F)(F)F)C1 (stereo not drawn)	4	-18	1.7	0	2	7	-0.2	0.2	2	/
Cc1ccc(-n2c(N)c(-c3nc4ccccc4n3C)sc2=S)cc1	-1	0	0.2	0	1	0	-0.7	-0.9	-4	/
CCOc1ccccc1NC(=O)N1CCC(NC(=O)C2CCCCC2)CC1	1	0	-1.1	0	7	0	-0.3	-5.4	0	0.0
Cc1ccc(SCC(=O)NCCN2C(=O)CSC2=O)c(C)c1	2	-3	-1.2	-1	26	2	i	0.0	-2	/
O=[N+]([O-])c1ccc(Cl)cc1C=NNc1ccccn1	/	9	0.1	1	/	-1	1.9	-0.6	-3	4.2
COc1cccc(CN(C)C[C@@H]2OCc3ccccc3-c3c(n(C)c4ccccc34)C(=O)N([C@@H](C)CO)C[C@H]2C)c1	/	/	/	1	/	29	i	-0.5	-4	1.7&2.0
C[C@H]1CN([C@@H](C)CO)C(=O)CCCn2nncc2CO[C@@H]1CN(C)S(=O)(=O)c1ccc2ccccc2c1	/	/	/	39	/	-2	i	0.0	7	-0.7&-0.3
Cn1c(SCC(=O)c2ccccc2)nnc1-c1cccc(N)c1	1	0	-1.1	-7	2	6	i	0.5	0	/
Cc1nc(SCC(O)CO)c([N+](=O)[O-])[nH]1 (stereo not drawn)	-2	-5	-0.2	8	37	12	11	0.8	0	/
Cc1c(C(=O)OCC(=O)Nc2ccc(C(N)=O)cc2)cccc1[N+](=O)[O-]	2	-5	-1.7	2	19	3	4.2	-0.5	3	0.4
CC(C)NC(=O)c1ccccc1NC(=O)CCS(=O)(=O)Cc1ccccc1	-8	-4	0.1	-2	5	-8	i	-1.0	-6	/
Cc1ccc(C2CC(=O)NC(SCC(N)=O)=C2C#N)s1 (stereo not drawn)	2	-6	-1.4	6	4	9	-0.5	-1.6	2	0.6
Nc1nc(NC(=O)c2cccnc2)nn1-c1ccccc1	-5	-7	-0.2	-1	4	-8	3.4	0.5	-1	/
O=C(NCC(=O)N1CCN(S(=O)(=O)c2ccc3c(c2)OCCO3)CC1)c1ccccc1F	/	-7	0.3	2	/	13	i	-0.3	1	0.7
CCOC(=O)c1ccc(NC(=O)CSc2nc3c(c(=O)n2CC)SC(C)C3)cc1 (stereo not drawn)	6	-1	0.1	9	-23	3	-0.2	-0.5	-6	0.6
COc1ccc(N(CC(=O)N/N=C/c2ccc(OC3CSC3)cc2)S(=O)(=O)c2ccccc2)cc1	1	/	-1.0	25	9	-17	-1.1	-0.1	1	0.3
CCOc1cc(CN2CCOCC2)cc(C(C)=O)c1	4	-12	0.0	-8	17	5	i	0.5	-4	/
Cc1cc(-c2nnc(SCC(=O)Nc3c(C)cccc3C)n2N)n[nH]1	-3	6	-0.9	1	-1	-4	-0.5	0.8	1	1.7
CC(C)(C)n1nc2c(c1NC(=O)c1ccc(Br)o1)CS(=O)C2 (stereo not drawn)	-2	1	-1.1	3	4	5	3.6	-0.9	5	/
SMILES	3CLpro inhibitor	SSB-PriA inh	PfHsp40 rescue	Yp Topo-I inh	DUSP3 inh	CCHF vOTU inh	BH1578 lux ind	BoNT A protease	Anthrax LF inh2	TcdB GH inh
Cc1c(-c2cccc(Cl)c2)nc2ccccc2c1C(=O)OC/C(O)=C(\C#N)c1nc2ccccc2[nH]1	3	-2	-0.1	-3	10	-16	-0.4	1.4	6	0.7
COc1ccc2[nH]c(=O)c(COC(=O)c3ccco3)cc2c1	-7	-10	-1.6	-7	6	-8	-2.1	1.0	1	/
O=S(=O)(Nc1nnc(C2CC2)s1)c1ccccc1	3	-6	0.5	-8	17	-1	0.8	-0.8	-6	2.3
O=C(Nc1ncc(Cc2ccc(SC(F)F)cc2)s1)c1ccc(OC(F)F)cc1	-1	-7	-1.1	-1	5	5	-0.3	-0.2	1	0.4
Cc1cccc(N2CCN(C(=O)c3cccc(N4C(=O)C5C6C=CC(C6)C5C4=O)c3)CC2)c1C (stereo not drawn)	0	-6	0.0	15	30	-1	-0.9	-0.4	-2	0.2
Cc1ccc(N/C=C/C(=O)c2ccco2)c(O)c1	5	/	1.9	-5	19	3	-0.8	0.0	9	2.1
CC(=O)Nc1cccc(/C(C)=N/NS(=O)(=O)c2ccccc2)c1	0	/	-0.5	-9	21	0	-0.4	-0.7	-5	1.2
N/C(=N\OC(=O)c1cccc2ccccc12)c1ccncc1	1	/	-0.5	4	17	-9	i	?	-5	1.2
CC1=C(C(=O)O)N2C(=O)C(NC(=O)c3ccc(F)cc3)C2SC1 (stereo not drawn)	/	-27	0.3	6	/	4	i	-0.2	-4	0.8
CCC(=O)N1CCN(c2ccc(NC(=O)c3ccc(C#N)cc3F)cc2Cl)CC1	1	-4	-0.3	-3	14	15	i	-0.1	-12	1.3
COC(=O)c1[nH]c2ccccc2c1NC(=O)C(C)N1CCN(C(=O)c2ccco2)CC1 (stereo not drawn)	3	-9	-0.2	-1	3	5	i	0.5	-3	/
CC(O)(Cc1ccccn1)Cc1ccccn1	/	1	-0.8	3	/	2	0.9	-0.5	-1	1.0
O=C(CN1C(=O)NC2(CCCCCC2)C1=O)c1ccc(OC(F)F)cc1OC(F)F	/	-2	/	-12	/	12	-0.7	1.1	0	0.8
CCOc1ccc(Cl)cc1-c1cc(C(=O)NC(C)C)[nH]n1	/	/	/	3	/	-3	-0.4	0.3	0	1.9
CCCCN1C(=S)SC(C)(C)C1/[N+]([O-])=C/c1ccc(S(=O)(=O)NC)cc1 (stereo not drawn)	3	0	0.9	-1	10	-12	0.1	-0.2	1	0.7
Cc1noc2ncc(C(=O)c3cc(F)ccc3O)cc12	1	-1	-0.1	-5	6	9	2.8	0.3	-2	/
CN=C1SC(CC(=O)Nc2c(C)cccc2C)C(=O)N1/N=C/c1cccs1 (stereo not drawn)	-5	/	0.6	0	3	0	-0.4	-0.6	0	-0.4
CSc1nc(Oc2ccc(=O)[nH]n2)nc(N(C)C)n1	-7	-9	0.5	2	30	19	-0.3	0.5	3	/
O=C(CSc1ncn[nH]1)N1N=C(c2ccc(Cl)cc2)CC1c1ccco1 (stereo not drawn)	6	-10	2.5	-15	11	-9	i	-0.1	2	-1.5
Fc1ccccc1Nc1ncnc2c1nnn2Cc1ccccc1	-1	-6	2.0	10	24	11	-0.3	-1.7	1	1.8
COc1ccccc1CNC(=O)C1CCCN(c2cnccn2)C1 (stereo not drawn)	0	-5	0.5	5	12	11	i	/	/	1.8
Cc1ccc(C)c(NC(=O)C2CCCN(S(=O)(=O)c3c(C)noc3/C=C/N(C)C)C2)c1 (stereo not drawn)	8	-12	0.5	26	25	5	-3.9	0.4	-2	1.4
COc1ccc(-c2cc(-c3ccccc3)n[nH]2)c(O)c1	4	-3	80*	-5	15	4	i	-1.4	-6	1.3
COc1ccc(S(=O)(=O)Cc2ccc(C(=O)NCc3ccco3)o2)cc1	-1	-6	-0.5	1	27	4	i	-0.8	6	-1.1
O=C(Nc1cccc(OC(F)(F)F)c1)[C@@H]1O[C@H](CO)[C@H](O)[C@H](O)[C@H]1O	/	/	/	7	/	-8	i	0.2	4	1.5

In the list so far, 2 contain a CF3 group.
SMILES	3CLpro inhibitor	SSB-PriA inh	PfHsp40 rescue	Yp Topo-I inh	DUSP3 inh	CCHF vOTU inh	BH1578 lux ind	BoNT A protease	Anthrax LF inh2	TcdB GH inh
CCC1=NN(C(=O)c2cccnc2)C(O)(C(F)(F)F)C1 (stereo not drawn)	4	-18	1.7	0	2	7	-0.2	0.2	2	/
O=C(Nc1cccc(OC(F)(F)F)c1)[C@@H]1O[C@H](CO)[C@H](O)[C@H](O)[C@H]1O	/	/	/	7	/	-8	i	0.2	4	1.5

(cont.)
SMILES	3CLpro inhibitor	SSB-PriA inh	PfHsp40 rescue	Yp Topo-I inh	DUSP3 inh	CCHF vOTU inh	BH1578 lux ind	BoNT A protease	Anthrax LF inh2	TcdB GH inh
Cc1cc(NC(=O)CNC(=O)C2CCCCC2)no1	-2	-9	0.2	12	32	0	i	-0.1	0	0.2
O=c1[nH]c(=S)n(-c2cccc(Cl)c2)c(O)c1C=NCCN1CCNCC1	-3	3	0.3	5	2	13	-0.8	-0.8	-3	0.1
OCCCCCNc1ncnc2ccccc12	3	-8	1.4	0	0	5	i	0.3	0	/
Cc1c(NC(=O)C(C)OC(=O)c2ccc(Br)o2)c(=O)n(-c2ccccc2)n1C (stereo not drawn)	5	-1	-0.1	0	11	8	i	0.5	2	0.8
COc1ccc(Cl)cc1NS(=O)(=O)c1cccc(C(=O)NC2CCN(Cc3ccccc3)CC2)c1	/	-1	1.2	2	/	8	-0.4	-1.0	-6	1.2
COC(=O)c1sccc1NC(=O)c1c(-c2ccccc2)noc1C	1	-17	-1.5	10	4	5	-0.3	0.2	-3	/
CCC(c1nnc(SCC(=O)N2CC3(C)CC2CC(C)(C)C3)o1)N(C)C (stereo not drawn)	-2	-7	-0.5	3	12	-11	-0.3	1.1	2	/
CC(=O)n1c2ccccc2c2c1c1ccccc1n2C	1	-3	-0.3	1	-4	-4	i	-0.2	-5	/
O=C(c1ccc2ccccc2c1)C1CCCN(C(=O)CN2C(=O)CSC2=O)C1 (stereo not drawn)	8	5	0.1	8	17	-14	-0.3	0.3	4	0.6
Cc1cccc(C)c1N1CCN(c2nc(N(C)C)oc(=O)c2C#N)CC1	-2	-10	0.3	-5	16	-2	i	0.3	1	/
CCOc1ccccc1N1CCN(CC(=O)c2c(N)n(C)c(=O)n(C)c2=O)CC1	2	-16	0.9	-11	-6	3	0.4	0.2	0	0.8
CCCCCCCCCCCCCCCCn1cc[n+](CC(C)=O)c1	7	-19	-1.1	-32	33	/	/	-0.3	-5	/
CCCCOP(=O)(c1ccc(N(C)C)cc1)C(O)c1cccnc1 (stereo not drawn)	5	-8	0.5	1	5	-13	-0.7	0.0	-2	/
CCOC(=O)c1c(NC(=O)COC(=O)c2ccc(Cl)nc2)sc(C(=O)N(C)C)c1C	/	-10	0.0	31	/	8	1.7	-1.6	-2	-1.4
Cc1ccc(C(=O)Nc2nc(-c3ccco3)c(-c3ccco3)s2)o1	/	8	0.1	-23	/	7	i	-0.8	-1	1.4
Cc1cnc(C(=O)Nc2ccc(S(=O)(=O)NCC(C)C)cc2)cn1	-2	-1	-1.1	-1	17	10	i	-0.6	-7	-1.4
Cc1cc(N2CCCC2)nc2ccccc12	-5	-10	0.5	-4	26	-11	-0.1	0.4	-9	-0.2
CCN(CC)C(=O)C1=C(C)N(Cc2ccc(OC)cc2)C(=O)C(CC(=O)NC2CCCCC2)C1 (stereo not drawn)	/	/	/	25	/	14	i	-0.2	-2	-0.2

A portion of the library (hit frequency here may not be typical).
